p53 reactivator: re-activators of mutant p53. H1299 p53-A138V BP100-luciferase reporter, luminescence, 24 h. Potency, µM (doses to about 92.2 µM), without a hit: top-dose activity change, positive = activation, hits mostly activators. 320,000 compounds, 0.063% hits. AID 504706; further: potency means the concentration at half of the fitted maximal effect; % of control where 0% means no effect; nearly all actives have a fitted effect of over 45% in size
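H1299 (p53-null), stable ts p53-A138V + BP100-Luc; 1000 cells/well, Opti-MEM/10% FBS; cpd 4 pt, 1:5; 24 h, 37 deg C, 5% CO2; detection reagent 10 min RT; luminescence.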
FLuc counter: counter-screen for miR-21 project: firefly luciferase inhibitors or activators | P08659 | purified FLuc, Km substrates, luminescence inhibition | Potency, µM (doses to about 57.5 µM), inactives show at the highest dose activity change, negative = inhibition, actives largely listed as inhibitors | 360,000 compounds, 6.9% hits | AID 588342;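 further: potency means the concentration at half of the fitted maximal effect; plate controls were vehicle for no effect and reference inhibitor for full effect; nearly all actives have a fitted effect of over 55% in size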
Target sequence (P08659 whole entry, looked up): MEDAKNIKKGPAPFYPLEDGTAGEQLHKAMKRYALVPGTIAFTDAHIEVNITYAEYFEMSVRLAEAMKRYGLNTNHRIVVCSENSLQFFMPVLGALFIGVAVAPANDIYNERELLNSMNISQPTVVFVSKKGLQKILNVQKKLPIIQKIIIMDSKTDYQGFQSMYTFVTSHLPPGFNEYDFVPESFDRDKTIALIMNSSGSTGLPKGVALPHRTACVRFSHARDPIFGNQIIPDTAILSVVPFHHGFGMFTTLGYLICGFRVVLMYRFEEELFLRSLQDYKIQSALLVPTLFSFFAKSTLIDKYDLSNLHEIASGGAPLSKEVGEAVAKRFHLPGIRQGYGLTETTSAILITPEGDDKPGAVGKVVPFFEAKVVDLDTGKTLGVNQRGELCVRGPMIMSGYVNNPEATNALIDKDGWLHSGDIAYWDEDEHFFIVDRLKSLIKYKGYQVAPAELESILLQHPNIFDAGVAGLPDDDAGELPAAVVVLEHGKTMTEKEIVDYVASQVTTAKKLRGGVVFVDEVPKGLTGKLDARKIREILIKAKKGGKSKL
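Biochemical qHTS of compounds, final roughly 60 µM downward over six points, against 10 nM purified firefly luciferase using Km concentrations of substrates (10 uM D-luciferin, 10 uM ATP) in Tris acetate pH 7.5 buffer; luminescence output.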
NPC1 promoter act: activates the NPC1 promoter | 320,000 compounds, 2.4% hits | Huh7 NPC1 promoter luciferase reporter, 24 h | Potency, µM (doses to about 9.22 µM), for inactives: at the top dose activation, usual class: activators;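 further: potency means the concentration at half of the fitted maximal effect; % of control where 0% means no effect; nearly all actives have a fitted effect of over 60% in size; reporter is driven by a mutant NPC1 promoter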
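NPC1 promoter–luciferase Huh7 cells; 24 h compound; luminescence.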
VP16 counter: counter-screen for ROR gamma inhibitors: Gal4-VP16 reporter | Potency, µM (highest dose often 53.6 µM), inactives show at the highest dose activity, negative = inhibition, actives largely listed as inhibitors | Drosophila S2 Gal4-VP16 UAS-luciferase, luminescence, 20 h | 310,000 compounds, 3.5% hits;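 further: Gal4-VP16 expression switched on by copper sulfate through the metallothionein promoter; potency means the concentration at half of the fitted maximal effect; on the % scale 0 is the no-effect control and ±100 the full control effect; nearly all actives have a fitted effect of over 50% in size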
PKM2 act: increases activity of human pyruvate kinase M2; P14618; purified PKM2, Kinase-Glo ATP luminescence, activation; response scale: 0% is enzyme alone, no compound; Potency, µM (titrated, usually from 57.5 µM), for the others: at the highest dose activation, usual class: activators; 260,000 compounds, 0.34% hits; AID 1631; further: potency means the concentration at half of the fitted maximal effect; on the % scale 0 is the no-effect control and ±100 the full control effect; nearly all actives have a fitted effect of over 55% in size
Target sequence (P14618 whole entry, looked up): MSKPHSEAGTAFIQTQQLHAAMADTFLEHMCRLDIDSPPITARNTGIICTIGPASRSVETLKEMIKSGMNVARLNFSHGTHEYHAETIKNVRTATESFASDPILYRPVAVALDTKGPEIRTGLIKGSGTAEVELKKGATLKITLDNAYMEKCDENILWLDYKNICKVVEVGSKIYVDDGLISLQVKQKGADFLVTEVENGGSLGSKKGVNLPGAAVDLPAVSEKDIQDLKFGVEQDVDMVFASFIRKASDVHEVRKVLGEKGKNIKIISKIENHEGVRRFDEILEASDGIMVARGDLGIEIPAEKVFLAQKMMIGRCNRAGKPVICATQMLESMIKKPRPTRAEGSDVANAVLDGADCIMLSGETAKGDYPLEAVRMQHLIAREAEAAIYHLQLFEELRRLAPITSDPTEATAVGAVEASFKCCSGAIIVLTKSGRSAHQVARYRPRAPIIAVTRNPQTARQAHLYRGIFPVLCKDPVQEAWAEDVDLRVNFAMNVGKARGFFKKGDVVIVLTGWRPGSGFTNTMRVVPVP
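Purified hPK-M2 (>95% pure) converted ADP (0.1 mM final) to ATP with 0.5 mM PEP in 50 mM imidazole pH7.2, KCl, MgCl2, Tween 20, BSA; 1 h at room temperature. ATP detected by Kinase-Glo luminescence.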
ELG1 genotox: inducers of genotoxicity in HEK293T ELG1-luciferase cells. HEK293T ELG1-luciferase reporter, luminescence, 16 h. Potency, µM (doses to about 46 µM), for the others: at the highest dose activity change, positive = activation, usual class: activators. 330,000 compounds, 1.3% hits; further: potency means the concentration at half of the fitted maximal effect; % of control where 0% means no effect; nearly all actives have a fitted effect of over 60% in size
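HEK293T cells expressing luciferase-tagged ELG1 were exposed to compound or DMSO vehicle for 16 hr at 37 °C and 5% CO2. Luciferase activity was then measured with ONE-Glo after 30 min at room temperature.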
Giardia kill: Giardia lamblia killing | Giardia lamblia trophozoite viability | activity change, % at 7.66 µM, hits read low | 340,000 compounds, 0.15% hits | AID 540267; in the data active means activity change below about -80%; inconclusive means between about -30% and that limit;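 further: parasites exposed to compound for two days anaerobically before the ATP read; on the % scale 0 is the no-effect control and ±100 the full control effect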
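Luminescent ATP signal served as the viability read-out, measured 15-30 min after adding ATP detection reagent to trophozoites that had been incubated with compounds for 48 hrs at 37 deg C anaerobically at 100 cells/well.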
Menin-MLL TR inh: displaces Texas Red mutant MLL peptide from human menin | Menin + Texas Red MLL mutant peptide, fluorescence polarization | Potency, µM (series often up to 61.6 µM), for inactives: at the top dose FP activity change, negative = inhibition, hits mostly inhibitors | 270,000 compounds, 0.23% hits; active means well fitted inhibition curve with a large enough effect in the polarisation, with a control signal flat, not every such curve was filed as active; inconclusive means small, poorly fitted or top-dose-only effect, or effect the other way, or a change in a side signal; inactive means no such curve, though single readings can be large or run the other way; the % refers to the polarisation; further: potency means the concentration at half of the fitted maximal effect; % of control where 0% means no effect; many of its hits are not listed in these tables
RORg inh: ROR gamma (mouse) transcription inhibition; P51450; Potency, µM (highest dose often 53.6 µM), for inactives: at the highest dose activity change, negative = inhibition, actives largely listed as inhibitors; 310,000 compounds, 5.4% hits; AID 2551; Drosophila S2 Gal4-RORgamma UAS-luciferase reporter, 20 h; further: potency means the concentration at half of the fitted maximal effect; on the % scale 0 is the no-effect control and ±100 the full control effect; nearly all actives have a fitted effect of over 60% in size
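ROR gamma transcriptional activity was tracked as Gal4-UAS luciferase output in stably transfected Drosophila Schneider cells, with compound added 1 hr before 700 uM copper sulfate induction and a 20 hr ambient-temperature incubation.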
Rab9 promoter act: Rab9 promoter activation. 320,000 compounds, 2.8% hits. Potency, µM (doses to about 9.22 µM), for the others: at the highest dose activation, negative = inhibition, most hits filed as activators. Huh7 Rab9 promoter-luciferase reporter, luminescence, 24 h; further: potency means the concentration at half of the fitted maximal effect; % of control where 0% means no effect; nearly all actives have a fitted effect of over 60% in size
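Huh7 reporter line, Rab9 promoter upstream of luciferase. Compound exposure 24 h at 37 °C in reduced-serum medium with 10% FBS. Read-out: luminescence.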
BRCA1 expr act: increases BRCA1 expression. MCF7-BRCA1-FFLuc reporter, luminescence, 48 h; response scale: scaled: vehicle 0%, 10 µM genistein 100%. 380,000 compounds, 1.1% hits. Potency, µM (titrated, usually from 46.1 µM), inactives show at the highest dose activation, most hits filed as activators. AID 624202; further: potency means the concentration at half of the fitted maximal effect; nearly all actives have a fitted effect of over 80% in size; some results filed as inactive show a strong effect at the top dose
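Using MCF7 cells harboring a BRCA1 firefly luciferase reporter, plated 2 h before compound pinning, the screen measured luminescence after 48 h incubation. Responses were normalized to DMSO and 10 microM genistein, then fitted for concentration-effect.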
* = called active by the depositor; ? = inconclusive; nt = no result given; & = joins results of further samples; [ ] = dose if it differs, or a comment. Unless noted, the call rests on the fitted dose curve; in most records, active means well fitted curve in the direction sought with a large enough effect; inconclusive means small, poorly fitted or top-dose-only effect, or another doubt; inactive means no such curve, though single readings can be large; an effect the other way counts as inactive or inconclusive. These rows are one share of the data; count on the stated rates, not on these rows.

Order of results – PKM2 act, Menin-MLL TR inh, FLuc counter, RORg inh, Rab9 promoter act, p53 reactivator, Giardia kill, ELG1 genotox, NPC1 promoter act, VP16 counter, BRCA1 expr act
1	O=C(NCC(c1cccnc1)N1CCN(c2ccccc2F)CC1)C1CCCCC1 (stereo not drawn)
    1%, -7%, 0%, 13%, 19%, 0%, -7, -11%, 0%, -1%, -27%
2	O=C1CC(c2ccc(S(=O)(=O)NCc3ccncc3)cc2)CN1 (stereo not drawn)
    -1%, 0%[11.7 µM], 7%, 10%, 0%, 6%, ?, -2%, 2%, ?, -15%
3	CCc1ccc(NC(=O)CC2S/C(=N/N=C3CCCCCC3)NC2=O)cc1 (stereo not drawn)
    3%, 27%, 5%, nt, 2%, nt, 54[activator], -3%, 5%, nt, 8%
4	Nc1ccccc1C(=O)NCC1(c2ccccc2)CCCC1
    1%[11.5 µM], -23%, 1%, 19%, 11%, -44%[inhibitor], 15, -6%, -3%, -15%, -9%
5	Cc1ccccc1N1CCN(Cc2ccc(Br)o2)CC1
    1%, -16%, 0%, 43%, -3%, nt, 1, -1%, -4%, -17%, -13%
6	O=C(c1ccc(-c2ccccc2)cc1)c1ccc([N+](=O)[O-])cc1
    2%, nt, ?, 32%, 1%, 11%, nt, 4%, 9%, 3%, nt
7	O=C(Cc1ccccc1)NCC(=O)N/N=C/c1cccnc1
    1%, nt, -1%, 0%, -2%, -3%, -8, -1%, -6%, 9%, -23%
8	O=C(NNc1cc(N2CCOCC2)nc(N2CCOCC2)n1)c1ccc([N+](=O)[O-])cc1
    -11%, -26%, -2%, ?, -4%, -1%, -2, -2%, 0%, -1%, -7%
9	O=C(NCCS(=O)CCNC(=O)C(F)(F)F)C(F)(F)F
    3%, -1%, 0%, -6%, -4%, -16%, 11, 1%, -3%, 11%, 2%
10	COc1ccc(-c2cc(C(=O)Nc3c(C)n(C)n(-c4ccccc4)c3=O)no2)cc1OC
    -4%, -23%, 7%&-8%, 16%, -2%, -5%, -8, -1%, -11%, -5%, -9%
11	Cc1cc(NC(=O)CN2C(=O)NC3(CCCCCC3)C2=O)no1
    -3%, nt, -2%, 35%, 0%, -1%, 3, 2%, -2%, -8%, 0%
12	O=C(CN1C(=O)C2C3CC(C(Br)C3Br)C2C1=O)OCC(=O)c1cccc([N+](=O)[O-])c1 (stereo not drawn)
    -1%, 4%, -2%, 0%, -4%, 18%, -8, 0%, -8%, 2%, -5%
13	CCCC(=O)Nc1nnc(CC(=O)N2CCCC2)s1
    -16%, ?, 7%, 1.3µM*, 7%, -1%, -5, 3%, 14%, -6%, -12%
14	Cc1cccc2c(=O)cc(C)n(CC(=O)N3CCCCC3)c12
    -7%, -2%, -4%, ?, 5%, -3%, 34[activator], 1%, 0%, -3%, -10%
15	Cc1ccc(S(=O)(=O)Nc2ccccc2C(=O)OC(C)C(=O)Nc2ccc3ccccc3c2)cc1[N+](=O)[O-] (stereo not drawn)
    9%, ?, 2%, ?, -3%, 4%, 8, -7%, -3%, -10%, -33%
16	O=C(Cc1ccccc1)N1CCN(S(=O)(=O)c2cccc([N+](=O)[O-])c2)CC1
    4%, 10%, 2%, 0%, 3%, 10%, -26, -3%, -3%, 6%, -2%
17	Cc1ccc(S(=O)(=O)NC2=NCN(CCc3ccccc3)CN2)cc1
    -17%, 9%, -1%, 16%, -1%, -9%, -5, 1%, 10%, -26%, 0%
18	O=c1c2ccccc2nc2n1C(CBr)CS2 (stereo not drawn)
    0%, 3%, 0%, 12%, 2%, 5%, 5, 1%, -3%, -19%, -2%
19	O=[N+]([O-])c1ccc(Nc2nc(Cl)nc(NCCO)n2)cc1
    2%, 15%, 0%, 20%, 2%, -4%, 8, -5%, -1%, -1%, -13%
20	COc1cc(/C=N/NC(=O)c2cc(C3CC3)[nH]n2)ccc1O
    -2%, nt, ?, 5%, -4%, -1%, 5, -1%, -3%, 16%, -6%
21	CCOc1ccc(CNC(=O)C2CCCN(S(=O)(=O)N3CC(C)CC(C)C3)C2)cc1OC (stereo not drawn)
    -4%, -3%, -1%, -15%, -1%, -6%, 1, -3%, 3%, 1%, -9%
22	CCC(=O)Nc1ccccc1Sc1ncnc2scc(-c3ccccc3)c12
    -4%, 1%, 0%, 14%, -1%, -22%, -18, 1%, -1%, 7%, -64%
23	CC(=O)NC1=NN(C(C)=O)C(c2cccs2)S1 (stereo not drawn)
    0%, -2%, -1%, 32%, -1%, -3%, -12, 1%, -4%, 17%, 12%
24	O=C(CN1C(=O)C2CC=CCC2C1=O)OCC(=O)c1ccc(Cl)c([N+](=O)[O-])c1 (stereo not drawn)
    -2%, nt, 4%, -39%, 28%, -10%, -6, -3%, -2%, 35µM*, -44%
25	Cc1ccc(CSCC(=O)N2CCN(Cc3ccc4c(c3)OCO4)CC2)cc1
    3%, -9%, 6%, 35%, -2%, -10%, 12, -12%, 0%, -3%, -9%
26	CN1CCN(c2nc(-c3ccccc3)ncc2S(=O)(=O)c2ccccc2)CC1
    3%, -13%, -1%, -29%, -6%, -4%, -9, -1%, -7%, 14%[10 µM], -9%
27	CCc1cccc2c(C#N)cn(CC(=O)NCCOC)c12
    -1%, 1%, 2%, 2%, -1%, -20%, 5, 1%, -2%, -10%, -3%
28	Cc1ccc(C(=O)Nc2nc(=O)n(C(=O)c3ccccc3Cl)s2)cc1
    -8%, ?, 5.4µM*, 4%, 3.2µM*, 17%, -4, ?, ?, -2%, ?
29	CC(C)CC(=O)N(c1ccc(F)cc1)C1C=CS(=O)(=O)C1 (stereo not drawn)
    -7%, -2%, 3%, 7%, -1%, 1%, 8, 0%, 1%, -3%, -31%
30	Cn1nnc2cc(C(=O)NCCC3=CCCCC3)ccc21
    1%, -9%, 5.4µM*, ?, nt, nt, 2, nt, nt, ?, 37%
31	COc1cc(OC)c(NS(=O)(=O)c2cc3[nH]c(=O)c(=O)[nH]c3cc2C)cc1Cl
    nt, 13%, -1%, 11%, 1%, 3%, 12, 2%[9.26 µM], -3%, -3%, 1%
32	COc1ccccc1N/C(N)=N/c1nc(CSc2ccc(C)cc2)cc(=O)[nH]1
    -9%, 10%, 3%, -32%, -7%, -18%, 6, -15%, -5%, 7.9µM*, -31%
33	CCOC(=O)c1sc2nc(C)nc(Nc3ccc(OC)c(OC)c3)c2c1C
    -7%, 5%, -4%, 0%, -1%, -3%, 21, -2%, 7%, 10%, -11%
34	CC(C)CC(=O)Nc1nnn(C)n1
    -1%, 2%, 6%, 0%, 2%, -4%, -7, 1%, -2%, 0%, 3%
35	COc1cccc(S(=O)(=O)NCc2ccc(C(=O)N3CCN(C)CC3)cc2)c1
    -2%, 1%, -1%, nt, 2%, nt, 5, 1%, 6%, nt, 4%
36	O=c1[nH]c(=S)[nH]c2sc3c(c12)CCCCCC3
    -2%, 2%, -17%, 14µM*, -2%, nt, 16, 1%, 1%, ?, -14%
37	CCOC(=O)C1CCC(CN(Cc2ccccc2C)S(=O)(=O)c2ccc([N+](=O)[O-])cc2)CC1 (stereo not drawn)
    0%, -11%, -1%, ?, -9%, 1%, -7, 21%, 0%, -3%, -10%
38	CSc1ccccc1-c1n[nH]c(=S)o1
    -12%, 1%, ?, -11%, -5%, -2%, 24, 2%, 0%, 8%, 25%
39	CCCN(CCC)CCCNC(=O)CC1Nc2ccccc2NC1=O (stereo not drawn)
    4%, 16%, 6%, 1%, -9%, -3%, 17, 3%, 0%, -2%, -4%
40	CCOc1ccc2c(c1)c1nc3ccccc3nc1n2C
    nt, -6%, ?, -36%, 8%, 1%, 24, 3%, 1%, 2%, ?
41	CCC(C)NC(=O)c1nc2c(nnn2Cc2ccccc2Cl)c(=O)[nH]1 (stereo not drawn)
    -7%, -20%, -20%, -19%, 7%, -2%, -12, 0%, -2%, 0%, 2%
42	CCCNC(=O)c1c[nH]c2ccc(S(=O)(=O)N(C)c3ccc(OCC)cc3)cc2c1=O
    -3%, ?, -3%, -33%, -1%, -8%, -5, -8%, 0%, ?, -46%
43	CCOc1ccc(N=Nc2c(=O)[nH]n3c(=O)cc(C)[nH]c23)cc1
    -40%, ?, 4.8µM*, -39%, 2.8µM*, 2%, -10, ?, ?, -16%, 26%
44	CC(C)(C)c1nc2c(Br)cc(Br)cc2c(=O)o1
    0%, 14%, 0%, -6%, ?, 4%, -10, 1%, 0%, 3%, 3%
45	Cc1cc(NS(=O)(=O)c2ccc(Nc3nc(-c4sc(C)nc4C)cs3)cc2)no1
    7%, 14%, 7%, 0%, 0%, -3%, nt, 4%, -3%, 5%, nt

Assay outcomes from PubChem BioAssay.
